Screening results: PubChem, National Center for Advancing Translational Sciences (NCATS)
aSyn yeast inh: qHTS of alpha-syn Inhibitors; Potency, µM (top dose mostly 46.1 µM), inactives show at the top dose growth rescue (activation), hits mostly activators; AID 652106, 2013; hit rate 0.14% among 370,000; Yeast expressing alpha-synuclein, growth rescue, BacTiter-Glo, 24 h; further: potency means the concentration at half of the fitted maximal effect; % of control where 0% means no effect; nearly all actives have a fitted effect of over 65% in size
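Galactose-induced alpha-syn yeast (OD600=0.02, raffinose-pregrown) + pinned cpd, 24 hr, 30 deg C; growth by BacTiter-Glo luminescence. Growth restoration scores as activation.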
DRD3 antagonist: qHTS of D3 Dopamine Receptor Antagonist: qHTS; D(3) dopamine receptor (Homo sapiens), P35462; hit rate 2.5% among 360,000; D3R cells, DiscoveRx beta-arrestin luminescence, antagonist mode; active compounds read low; max response, negative = inhibition, %; in the data active means max response below about -50%; inconclusive means no clear call, values can overlap the other calls; further: on the % scale 0 is the no-effect control and ±100 the full control effect; mostly tested at two doses, the higher about 12 µM
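Cells plated overnight at 1500 cells/well, then exposed to library compounds with dopamine controls for 90 minutes at 37 degrees C. DiscoveRx reagent added for 30–60 minutes at room temperature; luminescence read, quantitative HTS format.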
D3 ag: qHTS of D3 Dopamine Receptor Agonist: qHTS | D(3) dopamine receptor (Homo sapiens), P35462 | D3R DiscoveRx beta-arrestin cells, luminescence, 90 min | max activation, % | hit rate 0.58% among 410,000 | AID 652048, 2013; in the data active means max activation above about 30%; further: 0% is about no effect; mostly tested at two doses, the higher about 12 µM
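Agonist mode: compounds and dopamine controls were applied to plated cells for 90 min at 37 degrees C after an overnight attachment at 1500 cells/well. Luminescent read-out followed 30 - 60 minutes at room temperature with DiscoveRx detection reagent.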
PTHR1 ag: qHTS for PTHR1 Agonists: Primary Screen; Parathyroid hormone/parathyroid hormone-related peptide receptor (Homo sapiens), Q03431; HEK293 GP2 PTHR1 cells, GloSensor cAMP luminescence, 1 h; Potency, µM (doses to about 115 µM), inactives show top-dose activation, most hits filed as activators; hit rate 0.075% among 410,000; further: potency means the concentration at half of the fitted maximal effect; nearly all actives have a fitted effect of over 55% in size; some results filed as inactive show a strong effect at the top dose; inactives centre near -15; many of its hits are not listed in these tables
Target sequence (Q03431 whole entry, looked up): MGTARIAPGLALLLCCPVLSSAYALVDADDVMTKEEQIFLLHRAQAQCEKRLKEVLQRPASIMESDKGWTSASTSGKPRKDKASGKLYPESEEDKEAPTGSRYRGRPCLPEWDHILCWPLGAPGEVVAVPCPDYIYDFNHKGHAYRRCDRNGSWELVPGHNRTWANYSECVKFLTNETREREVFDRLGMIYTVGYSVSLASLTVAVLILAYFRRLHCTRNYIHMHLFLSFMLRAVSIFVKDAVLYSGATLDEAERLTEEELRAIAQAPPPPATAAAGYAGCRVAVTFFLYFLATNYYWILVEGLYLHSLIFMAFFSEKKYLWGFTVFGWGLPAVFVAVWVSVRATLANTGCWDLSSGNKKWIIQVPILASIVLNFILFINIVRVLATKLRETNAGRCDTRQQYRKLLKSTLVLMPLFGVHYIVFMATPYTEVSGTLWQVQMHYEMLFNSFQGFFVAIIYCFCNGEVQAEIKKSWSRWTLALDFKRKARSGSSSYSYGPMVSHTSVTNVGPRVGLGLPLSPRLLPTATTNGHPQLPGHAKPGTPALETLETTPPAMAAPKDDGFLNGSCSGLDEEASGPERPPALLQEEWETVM
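HEK-293-derived GP2 cells expressing PTHR1 and a GloSensor cAMP reporter, 3,000/well, plated overnight, given luciferin plus IBMX (each 0.5 mM as added) for 1 h at 37 °C, then compound for 1 h at 37 °C. Luminescence was read after 15 min at room temperature.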
HEK293 tox: qHTS of GLP-1 Receptor Inverse Agonists: Cytotox Screen. HEK293 cAMP-luciferase reporter cells, luminescence, 24 h. Potency, µM (doses to about 38.3 µM), for the others: at the top dose activity change, negative = inhibition, most hits filed as inhibitors. hit rate 0.13% among 410,000. AID 624418, 2012;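 further: loss of luciferase light is scored as toxicity; potency means the concentration at half of the fitted maximal effect; on the % scale 0 is the no-effect control and ±100 the full control effect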
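Seeding density was 200 cells/uL; after overnight-length (12 h) culture, 23 nL compounds went on for 24 h at 37 °C. Readout used a luciferase detection reagent, luminescence taken after 12 min at room temperature.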
GLP-1R inv ag: qHTS of GLP-1 Receptor Inverse Agonists (Inhibition Mode). HEK293 GLP-1R CRE-luciferase, luminescence, 24 h; GLP-1R form is constitutively active. Potency, µM (highest dose often 38.3 µM), for the others: at the top dose activity change, negative = inhibition, actives largely listed as inhibitors. hit rate 1.6% among 410,000. AID 624417, 2012; further: potency means the concentration at half of the fitted maximal effect; on the % scale 0 is the no-effect control and ±100 the full control effect; nearly all actives have a fitted effect of over 55% in size
Target sequence (P43220 whole entry, looked up): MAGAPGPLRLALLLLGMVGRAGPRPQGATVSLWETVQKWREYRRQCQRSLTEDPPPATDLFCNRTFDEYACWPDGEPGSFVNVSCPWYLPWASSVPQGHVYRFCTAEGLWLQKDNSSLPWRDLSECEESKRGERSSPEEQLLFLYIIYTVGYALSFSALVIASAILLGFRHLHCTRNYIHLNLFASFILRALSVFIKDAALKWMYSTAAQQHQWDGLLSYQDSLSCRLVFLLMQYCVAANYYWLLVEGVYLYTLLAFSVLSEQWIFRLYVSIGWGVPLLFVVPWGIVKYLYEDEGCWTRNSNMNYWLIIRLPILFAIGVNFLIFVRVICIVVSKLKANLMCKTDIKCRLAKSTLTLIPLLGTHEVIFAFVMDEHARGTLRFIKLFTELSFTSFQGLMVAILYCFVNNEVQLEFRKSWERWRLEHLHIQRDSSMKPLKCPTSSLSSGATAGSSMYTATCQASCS
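Assay principle: reduced luminescence from a cAMP-responsive reporter in HEK293 cells co-expressing a constitutively active GLP-1R. Conditions: 24 hr compound incubation, 37 deg C, 5% CO2.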
TDP43 rescue: qHTS of TDP-43 Inhibitors. TDP-43 expressing yeast growth rescue, BacTiter-Glo, 24 h. Potency, µM (series often up to 46.1 µM), for the others: at the top dose growth rescue (activation), usual class: activators. hit rate 1.8% among 410,000; further: potency means the concentration at half of the fitted maximal effect; % of control where 0% means no effect; nearly all actives have a fitted effect of over 50% in size
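Cell-based yeast growth screen: TDP-43 expression induced in galactose, inoculum OD600=0.02 after raffinose pregrowth to mid-log. Read-out BacTiter-Glo luminescence at 24 hr, 30 deg C; inhibition of toxicity seen as signal increase.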
KB-V1 MDR tox: qHTS assay for MDR1-selective chemotherapeutics: Primary screen using the drug-selected MDR subline cells KB-V1 | KB-V1 MDR cells viability, CellTiter-Glo, 72 h | Potency, µM (highest dose often 46.1 µM), without a hit: top-dose activity change, negative = cytotoxicity, hits mostly cytotoxic | hit rate 3.4% among 400,000; further: potency means the concentration at half of the fitted maximal effect; on the % scale 0 is the no-effect control and ±100 the full control effect; nearly all actives have a fitted effect of over 60% in size
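KB-V1 cells (P-gp-expressing MDR subline of KB-3-1) in phenol-red-free DMEM with 10% FBS were exposed to library compounds over a concentration series for 72 h at 37 degrees C. Viability read by CellTiter-Glo luminescence; concentration-effect curves fitted after normalization.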
GLP-1R agonist: qHTS of GLP-1 Receptor Agonists; HEK293 GLP-1R CRE-luciferase, luminescence, 4-6 h; cells express a hypersensitive GLP-1R form; Glucagon-like peptide 1 receptor (Homo sapiens), P43220; hit rate 0.007% among 380,000; Potency, µM (titrated, usually from 45.6 µM), without a hit: at the highest dose activation, usual class: activators; further: potency means the concentration at half of the fitted maximal effect; % of control where 0% means no effect
An asterisk follows results filed as active; i = inactive; ? = inconclusive; . = no result given; & = joins results of further samples; [ ] = another dose, or the depositor's remark. Unless noted, the call rests on the fitted dose curve; in most records, active means well fitted curve in the direction sought with a large enough effect; inconclusive means small, poorly fitted or top-dose-only effect, or another doubt; inactive means no such curve, though single readings can be large; an effect the other way counts as inactive or inconclusive. Not all compounds are listed, so the mix of outcomes need not match the whole.

SMILES	aSyn yeast inh	DRD3 antagonist	D3 ag	PTHR1 ag	HEK293 tox	GLP-1R inv ag	TDP43 rescue	KB-V1 MDR tox	GLP-1R agonist
Cc1ccc(N2C(=O)CC(N(O)C3CC(=O)N(c4ccc(C)cc4)C3=O)C2=O)cc1 (stereo not drawn)	9.8%	-22.3	0.4	i	0.2%	4.0%	?	9.4%	-0.9%
Cc1cccc2cc3c(NC(=O)C(C)(C)C)nn(CC(C)C)c3nc12	-17.1%	0.4	0.9	i	.	?	1.6%	-4.7%	8.6%
O=C1OC(N2C(=O)CC[C@H]2C(=O)NCC2CCCO2)c2ccccc21 (stereo partly drawn)	0.2%	-1.1	12.4	-4.6%	-3.6%	5.4%	13.4%	0.0%	7.1%
COC(=O)Cc1ccc(NC(=S)N2CCCC(CO)C2)cc1 (stereo not drawn)	0.1%	19.7	11.5	-25.9%	-5.0%	?	11.3%	8.3%	-10.4%
CN(C(=O)c1c[nH]c(=O)cc1C(F)(F)F)c1ccc(Cl)cc1	1.4%	15.7	7.5	i	0.6%	-23.2%	19.9%	27.8%	-7.5%
O=S(=O)(Nc1cc(S(=O)(=O)N2CCOCC2)ccc1NCC1CCCO1)c1ccccc1F (stereo not drawn)	-2.9%	4.7	14.0	i	-1.8%	5.2%	18.9%	?	0.0%
Cc1ccc(Nc2nc(N)nc(CSc3nnc(C)s3)n2)cc1	8.4%	-3.1	-5.9	-36.0%[inhibitor]	2.7%	99.5%[activator]	21.1%	-6.2%	7.9%
O=C(NCCc1ccccc1)c1ccc2c(c1)CCN2S(=O)(=O)c1ccccc1	.	.	-2.3	-45.5%[inhibitor]	-9.7%	?	2.2%	-26.7%	.
CC(C(=O)Nc1ccc(F)c(F)c1F)N(C)CCOc1ccccc1 (stereo not drawn)	-5.0%	?	-17.2	-10.0%	-14.1%	?	8.1%	-0.6%	-4.7%
O=C(NCCN1C(=O)C2C3C=CC(C3)C2C1=O)N1CCCCC1 (stereo not drawn)	-16.9%	8.6	4.6	-12.4%	1.8%	6.6%	12.2%	1.3%	-0.9%
CSc1ccc(CCNS(=O)(=O)c2ccc3c(c2)C(C)(C)C(=O)N3C)cc1	3.2%	3.9	3.5&-0.1	-30.8%&-26.6%[inhibitor]	1.7%&4.0%	6.4%&10.3%	?	-0.2%&-8.8%	12.7%
COc1cccc(CNC(=O)c2ccc(NC(=O)CC3SC(N4CCCC4)=NC3=O)cc2)c1 (stereo not drawn)	-0.5%	-17.8	-14.1	-27.4%	18.3%	9.2%	-21.2%	.	-1.8%
O=C(Nc1ccc2oc(-c3ccncc3)nc2c1)c1c(F)c(F)c(F)c(F)c1F	0.5%	-66.0*	-16.0	-5.5%[57.5 µM]	-2.5%	33.4%	-11.4%	0.0%	4.5%
Cc1ccc(-c2ccc(CN3C(CC(C)C)C(=O)N(Cc4cn(Cc5ccco5)nn4)CCS3(=O)=O)cc2)cc1 (stereo not drawn)	-8.9%	19.6	6.3	-37.1%	1.6%	-1.6%	3.3%	-3.7%	14.7%
CC1CCCC(C)N1C(=O)COC(=O)c1cccc(S(=O)(=O)N(C)c2ccccc2)c1 (stereo not drawn)	0.4%[1.84 µM]	-14.2	-6.7	-86.4%[inhibitor]	2.9%	?	-6.1%	-20.8%	-8.3%
CCOC(=O)C1=C(CC)Nc2ccccc2N=C1NC(=O)c1cc(S(=O)(=O)N2CCOCC2)ccc1C	-2.1%	1.3	6.5	?	2.4%	3.1%	1.5%	-1.2%	0.2%
O=C(OCc1cccc([N+](=O)[O-])c1)c1ccc[nH]c1=O	-4.4%	-15.7	3.5	i	-3.5%	32.1%[activator]	-10.8%	-4.0%	1.4%
Cc1ccc2[nH]c3c(c2c1)CCN(C)C3	-3.4%	-59.9*	-20.0	?	15.7%	-22.7%	11.0%	-13.0%	-4.8%
CC(=O)Cc1cc(O)c2ccccc2c1OC(=O)c1ccccc1	15.2%	-12.7	-0.1	i	-13.9%	?	-1.0%	0.0%	20.4%
O=C(Nc1ccccc1C(=O)O)c1cccc(F)c1	-16.2%	10.3	-0.1	-2.4%	-2.6%	-0.1%	-4.3%	15.9%	-12.6%
CCOc1ccc(N2C(=O)CC(N(O)c3ccccc3)C2=O)cc1 (stereo not drawn)	-0.4%	-4.7	-8.2	-16.1%[57.5 µM]	27.9%	2.4%	23.8%	3.4%	-2.3%
O=C(Nc1cccc(C(F)(F)F)c1)C(=O)N1CCCCC1	0.0%	-7.8	-3.2	-19.6%	3.7%	9.6%	-17.9%[9.22 µM]	1.5%	6.0%
CC(Sc1nc(N)cc(=O)[nH]1)C(=O)Nc1cccc(Cl)c1 (stereo not drawn)	6.2%	-3.5	-2.3	i	-5.9%	26.2%	?	-4.5%	-15.4%
O=C(CNc1ccccc1F)Nc1cccc2ccccc12	0.3%	-19.4	-5.0	i	0.0%	?	1.4%	-0.3%	8.7%
CC(=O)Nc1ccc(NC(=O)C(C)OC(=O)c2cccc(S(=O)(=O)N3CCCCCC3)c2)cc1 (stereo not drawn)	-5.6%	-25.0	-1.6	-6.1%	-14.8%	20.6%	23.9%	?	-1.6%
Cc1cc(NC(=O)CSc2nnc(C3COc4ccccc4O3)o2)no1 (stereo not drawn)	-13.4%	22.6	5.0	i	1.3%	9.3%	2.2%	-4.1%	-17.9%
COc1ccccc1C(=O)NCCC(=O)OCC(=O)Nc1ccc(S(N)(=O)=O)cc1	0.1%	-19.7	11.9	13.9%	3.9%	5.1%	-0.5%	19.2%	-3.7%
COc1cccc(NC(=O)C(NCC2CCCCC2)c2ccccc2)c1 (stereo not drawn)	5.6%	0.0	-16.0	i	-7.3%	10µM*	-6.3%	6.3%	7.7%
O=C(COC(=O)c1ccccc1Nc1ccccc1)c1ccccc1	6.9%	10.5	14.7	-6.5%[57.5 µM]	?	32.5%[activator]	2.4%	1.7%	9.1%
COc1ccccc1Cc1noc(-c2cc(Cl)ccc2OC)n1	-4.0%	-14.4	-7.1	i	-2.1%	0.4%	-10.7%	-16.6%	14.1%
CCC(=O)NS(=O)(=O)c1cccnc1Nc1ccc(Cl)cc1	-10.1%	4.3	-0.6	-12.4%	12.8%	-9.9%	15.7%	-12.7%	-17.6%
CCOC(=O)n1c(=O)oc2cc(S(=O)(=O)N3CCCCC3)ccc21	2.2%	-13.6	11.3	i	-0.5%	-8.3%	-18.0%	23.1µM*	-15.3%
Cc1ccccc1-n1c(SCC(=O)c2cc(C)n(C)c2C)nnc1-c1ccncc1	-10.7%	-24.9	-1.3	-6.6%[57.5 µM]	-18.3%	3.6%	7.2%	-11.5%	0.4%
CCOc1ccc2nc(NC(=O)C(NS(=O)(=O)c3cccs3)C(C)C)sc2c1 (stereo not drawn)	0.0%	17.9	-4.8	-12.3%[57.5 µM]	1.6%	0.0%	-24.0%	0.5%	8.3%
O=C(CSc1nnnn1-c1ccc(O)cc1)Nc1cccc(S(=O)(=O)N2CCCC2)c1	0.2%	8.5	0.6	?	10.7%	?	2.8%	-2.4%	2.5%
Cc1ccn2cc(C(=O)Nc3ccccc3N3CCOCC3)nc2c1	8.2%	11.3	0.6	i	-7.0%	5.2%	11.9%	-10.1%	0.0%
Nc1ccc(S(=O)(=O)NNC(=O)C(=O)NNc2ccccc2)cc1	0.8%	-10.8	-4.1	-43.4%[inhibitor]	1.1%	?	-6.4%	-4.1%	4.1%
O=C(N1CCOCC1)C12CC3CC(C1)CC(c1ccccc1)(C3)C2	.	-11.7	5.0	-76.6%[inhibitor]	-12.3%	?	26.0%	?	-3.7%
CCOC(=O)C1=CC[C@@H](c2cc3cc(OC)ccc3n2C)N(S(=O)(=O)c2ccc(C)cc2)[C@H]1C(=O)OCC	-3.9%	?	-1.1	4.5%	0.7%	12.1%	-17.6%	-0.1%	-6.1%
COc1ccccc1N1CCN(CC(=O)Nc2c(C)n(C)n(-c3ccccc3)c2=O)CC1	-3.1%	-0.9	1.0	i	-7.4%	0.6%	-9.1%[0.397 µM]	-0.6%	13.9%
COc1cc(OCc2ccccc2)c(C(=O)/C=C/c2ccc3c(c2)OCO3)c(OC)c1OC	?	1.2	-2.4	-13.3%	-3.7%	-67.7%	-5.1%	?	14.7%
CCCCOC(=O)NCN1C(=O)C2C3C=CC(C3)C2C1=O (stereo not drawn)	-0.7%	0.0	10.0	-16.3%[57.5 µM]	-11.1%	5.5%	-7.2%	-6.4%	-13.6%
COC(=O)c1c(NC(=O)Cc2ccc(OC)c(S(=O)(=O)N3CCOCC3)c2)sc(C)c1C	18.9%	9.5	7.7	-4.1%	4.0%	67.3%[activator]	0.0%	-6.6%	3.9%
COc1ccc(CN2CCCC(CO)(Cc3ccc(F)cc3)C2)cc1C (stereo not drawn)	7.5%	4.8	-15.3	-21.7%	-3.7%	?	14.7%	-9.3%	-6.4%
C#CC[N+]1(CC#Cc2cccc(C)c2)CCCCC1	0.8%	4.9	-1.4	i	10.9%[7.66 µM]	10.2%[7.66 µM]	3.5%[9.22 µM]	7.1%	2.3%
